From PubChem BioAssay
TTR transcr act = activators of transthyretin transcription | SH-SY5Y TTR promoter Gaussia luciferase, luminescence; 100% = recombinant luciferase protein wells | AID 1117267 | activation, % at 16.7 µM | hit rate 1.3% among 92,000;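 active = activation above the mean of all tested compounds plus 3 SD, cut at about 9.5% in these data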;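 also: cells exposed to compounds for one day before reading; 0% = median of all test compound wells on the plate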
Numbers without * were called inactive. The list is partial; rates above refer to the full screens.

TTR transcr act | SMILES
0.6 | COc1cc(C(=O)Nc2ccc3c(c2)C(=O)N(CCC(=O)O)C3=O)cc(OC)c1OC
-0.3 | COc1cccc(NC(=O)CN(C)C(=O)c2ccc(NC(=O)CC3SC(N4CCCC4)=NC3=O)cc2)c1 (stereo not drawn)
-2.4 | O=C(O)c1cc(NCc2ccccc2)ccc1N1CCOCC1
0.7 | Cc1nn(C)cc1/C=N/NC(=O)c1ccco1
0.9 | COc1c(C)cc(S(=O)(=O)NCCN2CCOCC2)c(C)c1C
0.8 | O=C(N/N=C\c1c(F)c(F)c(F)c(F)c1F)c1ccc(-c2ccccc2)cc1
-1.0 | Cc1ccnc(NC(=O)c2ccc(Cl)cc2Cl)n1
-2.4 | COc1ccc(Br)cc1[C@H]1[C@H]2C=CC[C@@H](C)[C@@H]2C(=O)N1Cc1ccccc1
2.9 | CCOC(=O)c1c(NC(=S)N2CCOCC2)sc(C)c1C
-1.0 | COC(=O)c1ccsc1-n1cc(C#N)c(=O)n(C)c1=O
-0.7 | COc1ccc(-c2coc3cc(O)cc(O)c3c2=O)cc1OC
-1.5 | NC(=O)c1ccc(N=C2C(=O)Nc3ccc([N+](=O)[O-])cc32)cc1
5.3 | Cc1nc([N+](=O)[O-])c(C(=O)OCc2cccc(Br)c2)n1C
-1.0 | COc1ccc(-n2c(SCC(C)=O)nc3sc(C)c(C)c3c2=O)cc1
-2.4 | CCN(C(=O)COc1cc(=O)n(C)c2ccccc12)c1cccc(Cl)c1
-0.4 | OCC1OC(Nc2ccccc2C=NO)C(O)C1O (stereo not drawn)
1.0 | CCCS(=O)(=O)c1nc(S(=O)(=O)c2ccc(C)cc2)c(NCc2ccccn2)s1
2.0 | CCc1nc(N)c(C#N)c(-c2ccco2)c1C
1.4 | CCc1cc(=O)oc2cc(OS(C)(=O)=O)ccc12
-1.0 | CC1(C)CN2C(=S)N(c3ccccc3)C(c3ccccc3)N2C1 (stereo not drawn)
-0.6 | CCOC(=O)c1ccc(-n2c(C)nc3ccc(Br)cc3c2=O)cc1
-0.5 | Cc1cccc(N2CCN(S(=O)(=O)c3ccc4c(c3)CCC(=O)N4)CC2C)c1 (stereo not drawn)
1.2 | CCN(CC(=O)NC(=O)NCc1ccccc1)Cc1nc2ccccc2c(=O)[nH]1
0.8 | Cc1cc(C)cc(NC(=S)NCc2ccc(F)cc2)c1
-1.4 | COc1ccccc1/C=C/C=N/n1c(-c2ccc(F)cc2)n[nH]c1=S

Copied from above for reference:
TTR transcr act | SMILES
-0.6 | CCOC(=O)c1ccc(-n2c(C)nc3ccc(Br)cc3c2=O)cc1
-0.5 | Cc1cccc(N2CCN(S(=O)(=O)c3ccc4c(c3)CCC(=O)N4)CC2C)c1 (stereo not drawn)
1.2 | CCN(CC(=O)NC(=O)NCc1ccccc1)Cc1nc2ccccc2c(=O)[nH]1
0.8 | Cc1cc(C)cc(NC(=S)NCc2ccc(F)cc2)c1
-1.4 | COc1ccccc1/C=C/C=N/n1c(-c2ccc(F)cc2)n[nH]c1=S

(listing goes on)
TTR transcr act | SMILES
3.4 | COc1cc(NC(=S)N(C)C)c(OC)cc1Cl
-2.3 | COc1ccc2nc(NC(=O)C3CCN(C(=O)c4ccc(F)cc4)CC3)sc2c1
-1.2 | Cc1nn(-c2cc(Cl)ccc2Cl)c(C)c1C(=O)O
1.1 | COc1ccc(Nc2nnc(C)c3ccccc23)cc1C(N)=O
-0.8 | COC(=O)C1=C(CCc2ccccc2)NC(=O)NC1c1ccc([N+](=O)[O-])cc1 (stereo not drawn)
1.0 | COCCCNC(=O)c1c[nH]c2ccc(S(=O)(=O)N(C)c3ccccc3C)cc2c1=O
0.5 | CCC(C)C(CO)NCCCn1cnc2c(OC)ncnc21 (stereo not drawn)
-0.1 | COC(=O)c1c(NC(=O)c2ccc(C)o2)sc2c1CCCCC2
-2.1 | COc1ccc(C(=O)Oc2ccc(-c3nnco3)cc2)cc1S(=O)(=O)N1CCOCC1
1.0 | Cc1ccc(S(=O)(=O)/C(C#N)=C/c2c(N3CCOCC3)nc3c(C)cccn3c2=O)cc1
2.9 | Cc1cccc(NC(=O)/C(C#N)=C\c2cccnc2)c1
5.0 | CC(NC(=O)CSc1ccccc1)c1ccccc1 (stereo not drawn)
0.8 | Cc1ccc(S(=O)(=O)N(C)C)cc1NC(=O)c1cc(C(C)(C)C)nn1Cc1ccccc1
5.6 | Cc1ccnc(NS(=O)(=O)c2ccc(NC(=O)c3ccc(N4C(=O)CCC4=O)cc3)cc2)n1
-1.7 | Cc1ccc(S(=O)(=O)N2[C@@H](c3ccc(Cl)cc3)C(C(=O)O)=C[C@H]2CC2CCCC2)cc1
-0.6 | COCCNC(=O)c1cc2cc(Br)cc(Br)c2oc1=O
-0.6 | COC(=O)c1[nH]c2cccc(OC)c2c1NC(=O)CCN1CCSCC1
-0.6 | O=C(NCCc1ccccc1)c1nccc2ccccc12
0.5 | COc1cc(OC)nc(Oc2cc(/C=N/O)ccc2OC)n1
-0.7 | COc1ccccc1Nc1nc(NCCCN(C)C)nc(N)c1[N+](=O)[O-]
-0.3 | Nc1ccc2c(C(F)(F)F)cc(C(F)(F)F)nc2n1
-1.3 | O=C(Nc1ccc(S(=O)(=O)N2CCOCC2)cc1)C1COc2ccccc2O1 (stereo not drawn)
-0.4 | Cc1ccc(OCCCCN2CCCCC2)c(C)c1
-0.9 | CC(C)(C)c1nc(SCC(=O)Nc2ccc3c(c2)OCCO3)c2ccccc2n1
2.5 | Cc1cc2[nH]ncc2cc1NC(N)=S

(next part)
TTR transcr act | SMILES
-0.2 | O=C(C(=O)N1CCCC1)c1c[nH]c2ccccc12
0.7 | O=C(NCCSc1ccccc1)c1ccc(Br)cc1
2.3 | O=C1CN(C(=O)CN2C(=O)NC(c3ccccc3)(c3ccccc3)C2=O)c2ccccc2N1
0.6 | CCS(=O)(=O)NCC(c1cccnc1)N1CCN(c2ccc(OC)cc2)CC1 (stereo not drawn)
0.5 | Cc1nn(Cc2ccccc2Cl)c(C)c1NC(=O)CCCn1nc([N+](=O)[O-])c(Cl)c1C
5.0 | COC(=O)CCC(=O)Nc1cccc2c(NC(=O)CCC(=O)OC)cccc12
-1.6 | CCCCOc1ccc(C(=O)NCCOc2cccc(OC)c2)cc1
-0.7 | CC(C)(C)NC(=O)C(c1ccc(F)cc1)N(Cc1ccco1)C(=O)CCC(=O)Nc1ccccn1 (stereo not drawn)
1.5 | O=C(COC(=O)c1ccc(Cl)cc1O)NC(=O)C1CCCCC1
3.0 | CCn1ncc([N+](=O)[O-])c1C(=O)Nc1c(C)nn(Cc2ccc(F)cc2)c1C
-2.1 | Oc1ccc(C[C@@H]2CNCCN2CCC23CC4CC(CC(C4)C2)C3)cc1
2.3 | CCCOc1ccc(F)cc1-c1cc(C(=O)NCc2cccc(C(F)(F)F)c2)[nH]n1
-0.4 | COc1cccc(/C=C/C(=O)OCC(=O)N2CCCc3ccccc32)c1
0.3 | Cc1ccccc1CNc1nc(N)n(-c2ccccc2)n1
0.1 | O=C(O)/C(=C/c1ccco1)NC(=O)c1ccc(Br)o1
1.2 | CCOC(=O)CC(NS(=O)(=O)c1ccc(OC)c(C)c1)c1cccc([N+](=O)[O-])c1 (stereo not drawn)
-1.4 | CCOc1cc(/C=N\NC(=O)c2ccc(NC(=O)C(C)(C)C)cc2)ccc1OC(=O)c1ccc(C)cc1
-0.8 | COc1ccc(NC(=O)C2(C)CCN2Cc2ccc3ccccc3c2)cc1OC (stereo not drawn)
1.3 | CCOc1ccc(N=Nc2c(=O)[nH]n3c(=O)c4c([nH]c23)CCCC4)cc1
-1.6 | O=C(Cc1cccs1)N1CCN=C1SCc1ccc(F)cc1
0.3 | O=C(Nc1n[nH]c(C(F)(F)F)n1)C1CC1
-7.1 | Cc1nn(-c2ccccc2)c2c1C(=O)N(Cc1ccccc1)C(=O)C(C)(C)C2
8.1 | CCC1=Nc2cc(C(=O)N3CCCCC3)ccc2Sc2ccc(C)cc21
-0.7 | Cc1cc(C)c(S(=O)(=O)NC2CC(C)(C)NC(C)(C)C2)cc1Br
2.5 | O=C(CCNC(=O)c1ccccc1Cl)Nc1nc(-c2ccccc2Cl)cs1

By substructure: those above with a nitro group on carbon
TTR transcr act | SMILES
-1.5 | NC(=O)c1ccc(N=C2C(=O)Nc3ccc([N+](=O)[O-])cc32)cc1
5.3 | Cc1nc([N+](=O)[O-])c(C(=O)OCc2cccc(Br)c2)n1C
-0.8 | COC(=O)C1=C(CCc2ccccc2)NC(=O)NC1c1ccc([N+](=O)[O-])cc1 (stereo not drawn)
-0.7 | COc1ccccc1Nc1nc(NCCCN(C)C)nc(N)c1[N+](=O)[O-]
0.5 | Cc1nn(Cc2ccccc2Cl)c(C)c1NC(=O)CCCn1nc([N+](=O)[O-])c(Cl)c1C
3.0 | CCn1ncc([N+](=O)[O-])c1C(=O)Nc1c(C)nn(Cc2ccc(F)cc2)c1C
1.2 | CCOC(=O)CC(NS(=O)(=O)c1ccc(OC)c(C)c1)c1cccc([N+](=O)[O-])c1 (stereo not drawn)

(list continues)
TTR transcr act | SMILES
-1.4 | O=C(CNC(=O)c1ccc(Cl)cc1Cl)OCN1C(=O)c2ccccc2C1=O
-0.3 | COc1ccccc1OCCn1ccnc1
-2.4 | Cc1ccc(NC(=O)CC2OC(=O)c3ccccc32)cc1S(=O)(=O)N1CCOCC1 (stereo not drawn)
1.9 | C[C@H](CO)N1C[C@H](C)[C@@H](CN(C)S(C)(=O)=O)Oc2ccc(NC(=O)Nc3ccccc3)cc2C1=O
-2.5 | COc1ccc(C(=O)Nc2ccc(NC(=O)c3cccs3)c(OC)c2)cc1Cl
2.0 | NC(=O)c1cnn(C2CCS(=O)(=O)C2)c1 (stereo not drawn)
-0.2 | CC1=C(C#N)C(NC(=O)C2CCCCC2)(C(F)(F)F)C(=O)N1 (stereo not drawn)
-1.8 | COc1cccc(NC(=O)CN(C)C(=O)c2ccc(-c3ccccc3Cl)o2)c1
3.5 | CC(C)c1onc(C(=O)NCc2cccs2)c1[N+](=O)[O-]
-2.2 | O=c1[nH]ncn1-c1ccc(Br)cc1
-1.7 | Cc1nn(-c2ccc(Cl)cc2)c2sc(C(=O)c3c(N)n(C)c(=O)n(C)c3=O)cc12
0.7 | COC(=O)Nc1nc(-c2cc(Cl)ccc2Cl)cs1
-0.3 | O=C(Nc1ccccc1F)NC1CC1
-1.0 | O=C(CCCCCCCC(=O)c1ccccc1)c1ccccc1
1.1 | O=C(COC(=O)c1ccc[nH]c1=O)NCCc1ccc(F)cc1
-2.1 | C[C@H]1CN([C@@H](C)CO)C(=O)Cc2cc(NS(C)(=O)=O)ccc2O[C@@H]1CN(C)CC1CC1
2.6 | CCn1c(COc2ccccc2)nnc1SCC(=O)C(C)(C)C
3.2 | CCc1cccc(NC(=O)CN2C(=O)NC3(CCCCCCC3)C2=O)c1
-0.5 | COC(=O)c1cc(S(=O)(=O)N2CCN(C(=O)c3ccco3)CC2)cn1C
-0.3 | CCn1ccc(C(=O)Nc2ccccc2Cl)n1
-0.6 | O=C(Nc1ccc(C(=O)N2CCCCC2)cc1)C1CC1
1.8 | COc1cccc(C(=O)NC2CC3CCCC(C2)N3CC(=O)Nc2ccccc2)c1 (stereo not drawn)
-2.0 | COc1ccc(C(=O)COC(=O)c2ccccn2)c(OC)c1
-0.5 | Cc1nc2ccc(NC(=O)c3ccco3)cc2nc1C
1.1 | Cc1ccc(N2NC(=O)/C(=C/c3ccc(-c4ccc(Cl)c(C(=O)O)c4)o3)C2=O)cc1

Carrying on:
TTR transcr act | SMILES
1.9 | CC1CC1C(=O)OCC(=O)Nc1ccccc1Oc1ccccc1 (stereo not drawn)
2.9 | COc1ccc(OC)c(C2=NOC(C(=O)NCc3ccccn3)C2)c1 (stereo not drawn)
2.9 | C=CCn1c(SCc2cccc3ccccc23)nnc1-c1cccnc1
-2.2 | O=C(c1ccc([N+](=O)[O-])cc1)N1CCN(c2cccc3[nH]ccc23)CC1
5.0 | COc1cc(/C=N/NC(=O)c2ccoc2C)ccc1O
0.1 | Cc1cc(C)n2c(NCc3ccccc3)c(CCc3ccccc3)nc2n1
0.3 | c1ccc2c(c1)CCN(CCCNc1nc3ccccc3n3cnnc13)C2
1.1 | COc1ccc(OC)c(S(=O)(=O)N2CCN(C)CC2c2ccccc2)c1 (stereo not drawn)
1.7 | COc1cc(NC(=O)C2C3CCC(O3)C2C(=O)O)cc(OC)c1 (stereo not drawn)
-4.3 | O=C(Cn1nnc(-c2ccccc2NC(=O)c2cccs2)n1)Nc1ccccc1
-0.7 | c1csc(-c2nnc(N3CCCCCC3)c3ccccc23)c1
-1.9 | CCCCC(=O)Nc1cccn2ncnc12
-3.2 | CCOC(=O)c1ccc(NC(=O)c2ccccc2N(C)S(=O)(=O)c2ccccc2)cc1
-0.5 | CCN(C[C@H]1N[C@@](CC)(C(=O)OC)[C@H]2C(=O)N(C)C(=O)[C@@H]12)C(=O)Nc1ccc(F)cc1
12* | O=C(Cn1[nH]c(=O)c2ccccc2c1=O)Nc1ccc(-c2nnc3n2CCCCC3)cc1
0.5 | CC1(C)CC(=O)N(Cc2ccccc2)C(=O)C1
0.7 | C[C@H](CO)N1C[C@H](C)[C@@H](CN(C)C(=O)NC2CCCCC2)Oc2c(NC(=O)C3CCCCC3)cccc2C1=O
-1.0 | COc1ccc(NC(=O)c2cccnc2SC)cc1S(=O)(=O)N1CCCCC1
15* | COc1ccccc1NC(=O)CCC(=O)O
3.2 | Cc1ccc(NC(=O)c2sccc2SCc2cccc(C(F)(F)F)c2)cc1
3.2 | Cc1cc(=O)oc2cc(NC(=O)c3cccc(F)c3)ccc12
1.7 | CCOC(=O)Cn1c(S(=O)(=O)Cc2ccc(F)cc2)nc(-c2ccccc2)c1-c1ccccc1
0.4 | COC(=O)c1cccc(NC(=O)COC(=O)CSc2nc(C)cc(C)n2)c1
0.6 | O=C(c1cc2ccccc2oc1=O)N1CCOCC1
-0.2 | O=C(c1cccs1)N1CCN(S(=O)(=O)c2cccs2)CC1

Following part.
TTR transcr act | SMILES
0.0 | O=C(c1cccs1)N1CCCC(c2nc3c(nnn3Cc3c(Cl)cccc3Cl)c(=O)[nH]2)C1 (stereo not drawn)
1.4 | O=C(CSc1nnc(Nc2ccccc2F)s1)NCC1CCCO1 (stereo not drawn)
0.8 | O=C(NNc1ccc(Cl)cc1)c1cccs1
-1.1 | COc1cccc(C(c2nnnn2C2CCCC2)N2CCN(C/C=C/c3ccccc3)CC2)c1OC (stereo not drawn)
